Screens deposited in PubChem by National Center for Advancing Translational Sciences (NCATS).
FLuc inh = inhibitors of firefly (Photinus pyralis) luciferase | AID 1347043 | Potency, µM (series often up to 115 µM), inactives show at the top dose activity change, negative = inhibition, usual class: inhibitors | 76,000 tested, 2.5% active | P08659 | purified P. pyralis luciferase, luminescence, biochemical; further: potency means the concentration at half of the fitted maximal effect; nearly all actives have a fitted effect of over 65% in size
Target sequence (P08659 whole entry, looked up): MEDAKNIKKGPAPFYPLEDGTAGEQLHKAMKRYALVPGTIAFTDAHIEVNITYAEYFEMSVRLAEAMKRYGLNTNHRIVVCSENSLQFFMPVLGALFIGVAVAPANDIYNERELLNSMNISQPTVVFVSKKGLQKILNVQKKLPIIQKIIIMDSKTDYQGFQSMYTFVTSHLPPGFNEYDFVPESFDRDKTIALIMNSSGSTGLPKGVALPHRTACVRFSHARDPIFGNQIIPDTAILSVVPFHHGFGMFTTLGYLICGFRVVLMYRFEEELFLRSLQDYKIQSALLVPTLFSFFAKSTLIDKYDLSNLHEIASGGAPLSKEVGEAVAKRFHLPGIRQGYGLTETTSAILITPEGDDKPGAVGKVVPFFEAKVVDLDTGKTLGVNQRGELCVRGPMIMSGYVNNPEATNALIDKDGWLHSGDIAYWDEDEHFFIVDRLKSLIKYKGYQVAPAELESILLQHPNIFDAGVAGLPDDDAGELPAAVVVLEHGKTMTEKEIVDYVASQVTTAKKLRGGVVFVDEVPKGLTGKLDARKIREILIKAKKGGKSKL
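Luminescence read by CCD imager after adding enzyme (10nM final) to wells holding compound, titrated in qHTS. Substrates 10uM each D-luciferin and ATP; buffer 50mM Tris acetate pH 7.5, 10mM Mg acetate, Tween-20, BSA.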
HEK293 viab = counter-screen for SNCA expression inhibitors: cell viability; HEK-293-SNCA-luc viability, GF-AFC fluorescence, 24 h; Potency, µM (series often up to 57.1 µM), without a hit: at the top dose activity change, negative = cytotoxicity, hits mostly cytotoxic; 150,000 tested, 0.12% active; AID 1671193;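 further: potency means the concentration at half of the fitted maximal effect; 0% = DMSO-treated cells and -100% = medium-only wells without cells; nearly all actives have a fitted effect of over 30% in size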
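Cytotoxicity counterscreen: after 24 h compound treatment of genome-edited SNCA-luciferase HEK-293 cells, live-cell protease substrate GF-AFC read by fluorescence after 30 min; activity scaled between DMSO (0%) and medium-only (-100%), curves Hill-fitted.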
GPT2 inhibitor = blocks human glutamate pyruvate transaminase 2. 100,000 tested, 0.25% active. Potency, µM (titrated, usually from 57.7 µM), inactives show at the highest dose activity change, negative = inhibition, actives largely listed as inhibitors. Recombinant GPT2, coupled pyruvate oxidase/HRP Amplex Red fluorescence; further: potency means the concentration at half of the fitted maximal effect; nearly all actives have a fitted effect of over 60% in size; many of its hits are not listed in these tables
Target sequence (Q8TD30 whole entry, looked up): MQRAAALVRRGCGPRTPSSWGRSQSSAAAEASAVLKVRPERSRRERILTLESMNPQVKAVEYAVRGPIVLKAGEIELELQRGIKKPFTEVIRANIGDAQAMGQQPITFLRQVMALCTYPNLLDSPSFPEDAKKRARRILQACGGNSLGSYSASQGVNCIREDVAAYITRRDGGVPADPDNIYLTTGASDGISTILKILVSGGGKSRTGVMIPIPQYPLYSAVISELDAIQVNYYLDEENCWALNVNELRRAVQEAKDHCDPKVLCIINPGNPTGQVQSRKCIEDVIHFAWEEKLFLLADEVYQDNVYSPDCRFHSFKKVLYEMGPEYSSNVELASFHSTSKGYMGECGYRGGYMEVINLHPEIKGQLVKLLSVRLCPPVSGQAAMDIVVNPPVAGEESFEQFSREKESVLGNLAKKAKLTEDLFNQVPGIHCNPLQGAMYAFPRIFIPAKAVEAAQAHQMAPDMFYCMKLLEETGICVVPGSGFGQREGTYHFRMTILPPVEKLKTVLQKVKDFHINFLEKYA
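Inhibition is scored from Amplex Red fluorescence generated when pyruvate oxidase and HRP act on pyruvate released by GPT2. Reactions contain 10ng/uL enzyme, 250uM a-KG and 2mM L-alanine and run 30 min at room temperature.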
NIH3T3 tox = NIH 3T3 cell cytotoxicity | NIH 3T3 viability, CellTiter-Glo ATP luminescence, 48-72 h | Potency, µM (doses to about 96.7 µM), for the others: at the top dose activity change, negative = cytotoxicity, most hits filed as inhibitors | 94,000 tested, 4.3% active; further: potency means the concentration at half of the fitted maximal effect; nearly all actives have a fitted effect of over 55% in size
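NIH 3T3 cells at 400 cells/well received 23 nL of compound by pintool and were incubated 48 or 72 h at 37 °C. Viability was read as ATP-coupled CellTiter-Glo luminescence.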
HEK cytotox = kills HEK 293 cells; AID 1345083; 94,000 tested, 6.6% active; HEK 293 viability, ATP luminescence (CellTiter-Glo), 48-72 h; Potency, µM (doses to about 115 µM), inactives show top-dose activity change, negative = cytotoxicity, most hits filed as inhibitors; further: potency means the concentration at half of the fitted maximal effect; nearly all actives have a fitted effect of over 60% in size
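CellTiter-Glo luminescence (cellular ATP) was read after 48 or 72 hr of compound exposure at 37 degree Celsius. Cells were HEK 293 plated at 250 cells/well.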
IP6K1 inhibitor = IP6K1 kinase inhibition. 140,000 tested, 0.81% active. IP6K1 kinase, ADP-Glo luminescence, 2 h; stronger effect = lower value. activity change, % (series mostly up to about 58 µM). Q92551; in the data active means activity change below about -25%
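ADP-Glo luminescence measures ADP made by human IP6K1 during a 2 h RT reaction with ATP/IP6 (mix at 1.3 mM/130 uM); top library doses 57.5 and 19.1 uM final.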
SNCA expr inhib = inhibitors of alpha-synuclein (SNCA) gene expression. HEK-293 SNCA-luciferase knock-in, luminescence, 24 h. Potency, µM (top dose mostly 57.2 µM), without a hit: top-dose activity change, negative = inhibition, actives largely listed as inhibitors. 140,000 tested, 0.17% active. AID 1671194;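 further: potency means the concentration at half of the fitted maximal effect; plate controls were DMSO cells for no effect and cell-free wells for full effect; nearly all actives have a fitted effect of over 45% in size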
Active calls of the source: *; i = inactive; ? = inconclusive; . = no result given; [ ] = dose if it differs, or a comment. Unless noted, the call rests on the fitted dose curve; in most records, active means well fitted curve in the direction sought with a large enough effect; inconclusive means small, poorly fitted or top-dose-only effect, or another doubt; inactive means no such curve, though single readings can be large; an effect the other way counts as inactive or inconclusive. Unless noted, on the % scale 0 is the no-effect control and ±100 the full control effect. The order is random; 7.7% or so of the library scored in one or more.

cpd	canonical_smiles	IP6K1 inhibitor	HEK cytotox	GPT2 inhibitor	FLuc inh	HEK293 viab	NIH3T3 tox	SNCA expr inhib
1	COc1ccc(C(CC(=O)N2CCC(C(N)=O)CC2)c2ccccc2)cc1 (configuration not stated)	12	-8%	-2%	6%	10%	-8%	-4%
2	Cc1cccc(-c2nc3ccc(C(=O)NCCN4CCOCC4)cc3o2)n1	2	-18%[172 µM]	1%[88.5 µM]	.	6%[87.6 µM]	?	39%[activator][87.6 µM]
3	O=C(CCC1CCN(S(=O)(=O)c2ccccc2)CC1)N1CCCCC1	20	?	i	-5%	-10%	?	-21%
4	Cc1ccc(-c2c(C(=O)NCC(C)C)nc3sccn23)cc1	12	?	-16%	.	-6%	?	-3%
5	COc1ccc(-c2noc([C@@H](C)NC(=O)C3CCCC3)c2C(=O)O)cc1	-10	-1%[172 µM]	i	-3%[172 µM]	6%[87.6 µM]	-3%[138 µM]	9%[87.6 µM]
6	O=C(NCc1cccs1)c1ccc2c(c1)OCCN(c1ccccc1)C2	-12	?	3%[88.5 µM]	10%[172 µM]	-5%[87.6 µM]	?	-9%[87.6 µM]
7	Cc1cnc(C(=O)N2CCc3onc(-c4ccc(F)c(F)c4)c3C2)cn1	5	?	?	-21%	-1%	?	42%[activator]
8	Cc1ccc(F)cc1NC(=O)Cn1c(=O)nc(-c2ccccc2F)c2cc(Cl)ccc21	17	.	.	.	-13%	.	94%[activator]
9	Cc1ccc(C)c(C(=O)N[C@@H]2CN(Cc3ccccn3)C[C@H]2CN(C)C)c1	11	79µM*	i	-6%	-4%	-3%	10%
10	Cc1nc2c(c(-c3ccc(Cl)cc3)n1)CCN([S+](=O)([O-])c1cccc(C(F)(F)F)c1)CC2	0	-25%	1%	7%	13%	-19%	7%
11	CC[C@@]1(O)CCN(C(=O)c2ccccc2OC(F)(F)C(F)F)C[C@H]1O	0	2%	0%	1%	7%	i	1%
12	Cc1ccc(NC(=O)C(=O)NCC(c2cccnc2)N2CCN(C)CC2)cc1C (configuration not stated)	13	.	.	.	-8%	.	3%
13	Cc1cc(C)c(Cn2c(=O)n(-c3ccccc3Cl)c(=O)c3c(C)c(C(=O)N(C)C)sc32)c(C)c1	-8	.	.	.	-7%	.	9%
14	O=C(Nc1ccccc1)N1CCC(Oc2ccccc2)C1 (configuration not stated)	12	-24%	i	-27%	2%	-28%	48%[activator]
15	CCc1noc([C@@H]2CC(F)(F)CN2C(=O)Cc2ccncc2)n1	3	2%	-8%	-1%	-2%	3%	-10%

Complete entries, looked up by structure. Order of screens: IP6K1 inhibitor, HEK cytotox, GPT2 inhibitor, FLuc inh, HEK293 viab, NIH3T3 tox, SNCA expr inhib
O=C(CCC1CCN(S(=O)(=O)c2ccccc2)CC1)N1CCCCC1 is listed as 20, ?, i, -5%, -10%, ?, -21%
Cc1ccc(NC(=O)C(=O)NCC(c2cccnc2)N2CCN(C)CC2)cc1C (configuration not stated) is listed as 13, ., ., ., -8%, ., 3%
CCc1noc([C@@H]2CC(F)(F)CN2C(=O)Cc2ccncc2)n1 is listed as 3, 2%, -8%, -1%, -2%, 3%, -10%
Cc1ccc(-c2c(C(=O)NCC(C)C)nc3sccn23)cc1 is listed as 12, ?, -16%, ., -6%, ?, -3%
O=C(NCc1cccs1)c1ccc2c(c1)OCCN(c1ccccc1)C2 is listed as -12, ?, 3%[88.5 µM], 10%[172 µM], -5%[87.6 µM], ?, -9%[87.6 µM]

(cont.)
cpd	canonical_smiles	IP6K1 inhibitor	HEK cytotox	GPT2 inhibitor	FLuc inh	HEK293 viab	NIH3T3 tox	SNCA expr inhib
16	CCOc1ccc(NC(=O)Cn2c(=O)n(Cc3ccc4c(c3)OCO4)c(=O)c3ccc(C(=O)NC4CCCCC4)cc32)cc1	-8	.	.	.	11%	.	5%
17	O=C(CN1CCCC(c2ccccc2)(c2ccccc2)C1)N1CCOCC1	-1	?	4%	-5%	3%	-34%	-4%
18	COc1ccc(CN2CCC(c3nn(Cc4ccccc4)c(=O)[nH]3)CC2)cc1	15	-7%	-1%	-1%	-8%	-10%	8%
19	Cc1cnc(C(=O)NC2C[C@H]3CC[C@@H](C2)N3C(=O)c2cccs2)cn1 (some centres not stated)	13	-17%	i	3%	7%	-20%	1%
20	CCn1cc(S(=O)(=O)N2CCCC2c2nncn2Cc2ccncc2)cn1 (configuration not stated)	-6	4%	-1%	2%	-2%	i	3%
21	COc1ccc(-n2c(=O)c(C(=O)NCc3cccc(OC)c3)nc3cccnc32)cc1	20	?	3%	.	-19%	?	-19%
22	CCSc1nnnn1-c1cccc(C(=O)O)c1	-5	.	.	.	15%	.	0%
23	O=C(c1cc(CN2CCC(Cc3ccccc3)CC2)on1)N1CCN2CCCC2C1 (configuration not stated)	5	?	?	5%	2%	-20%	-8%
24	COc1ccc(N2CCN(c3csc4ccc(Cl)cc4c3=O)CC2)cc1	-19	.	.	.	3%	.	-22%
25	CSCC(=O)N[C@H]1CN(Cc2cn(CCO)nc2C)C[C@@H]1C1CC1	0	1%	i	-1%	10%	5%	-13%
26	CC(C)N1C[C@H](O)C[C@H]1c1nnc2n1CCN(C(=O)CN1CCCC1=O)CC2	-1	0%	i	5%	6%	1%	1%
27	COc1ccc(-n2c(/C=C/c3cccc(C(F)(F)F)c3)nc3ccccc3c2=O)cc1Cl	11	.	.	.	-11%	.	-4%
28	O=C(CCC1CCCC1)N1CCCC(c2noc(COc3ccccc3)n2)C1 (configuration not stated)	27	?	i	-9%	7%[12.5 µM]	?	?
29	COc1cc(-c2cc(C)c3cccc(OC)c3n2)cc2c1OCCN(C(=O)CCN)C2	-8	?	-17%	11%	8%	89µM*	7%
30	O=C(c1cc(F)ccc1F)N1CC(Oc2ccc(-c3nc(-c4ccccc4)no3)cc2)C1	8	?	i	?	7%	-11%	5%
31	COCC(=O)NC[C@H]1CCN(Cc2cccc(C#N)c2)C[C@H]1N(C)C	30	-30%	-4%	4%	-6%[12.5 µM]	-16%	14%
32	Cc1ccn(CC(=O)N2C[C@@H](CO)[C@H](c3ccccn3)C2)n1	7	i	i	-12%	14%	-3%	25%
33	Cc1ccc(S(=O)(=O)N2CCCN(C)c3ccccc32)cc1Cl	1	?	-21%	-19%	-18%	?	-20%
34	CCOc1cc(CNC(=O)NC2COc3ccccc3C2)cc(OCC)c1OCC (configuration not stated)	21	.	.	.	7%	.	26%
35	OCCN1CCN(c2ncnc3c2cnn3-c2cccc(Cl)c2)CC1	5	.	.	.	-6%	.	141%[activator]
36	Cc1nc2sccn2c1C(=O)NC1CC(c2nnc(CN(C)C)n2C)C1 (configuration not stated)	-1	?	-19%	-7%	?	-22%	6%
37	O=C(c1ccoc1)N1CCN(c2cc(-c3ccc(Cl)cc3)[nH]n2)CC1	23	?	i	-12%	8%	?	33%[activator]
38	CNC(=O)Nc1cccn2nc(-c3ccccc3)nc12	19	?	?	40µM*	2%	?	176%[activator]
39	Cc1cc(C)c(C(=O)N2CCCC(Nc3ccccc3)C2)cc1C (configuration not stated)	5	?	1%	-7%	-12%	?	2%
40	CN(C)Cc1nc(C(=O)N2CCn3nc(CCC(=O)O)cc3C2)cs1	11	-4%	0%	-10%	2%	3%	8%
41	CN(C)c1ccc(CNC(=O)CN2C(=O)CCn3nc(-c4cn(C)c5ccccc45)cc32)cc1	20	.	.	.	-14%	.	?
42	NC(=O)CNCCC(c1ccccc1)c1ccccc1	.	.	-3%	.	-7%	.	2%
43	CCOc1ccc(C(=O)N2CCC3(CC2)N=C(c2ccc(C)cc2)NO3)cc1	10	?	i	?	13%	-13%	23%
44	CC(C)NC(=O)N1CC2ON=C(C(=O)NCc3cccnc3)C2C1 (configuration not stated)	4	-26%	i	.	5%	-19%	8%
45	Nc1nccc(-c2ccc3noc(-c4ccc(Cl)cc4)c3c2)n1	.	.	3%	.	-4%	.	?
46	COC(=O)[C@H](NC(=O)[C@@H]1[C@@H](NC(=O)Nc2cccc(OC)c2)CCN1C(=O)C=C(C)C)C(C)C	0	1%	-47%	-5%	4%	-14%	8%
47	CCn1cc(S(=O)(=O)c2ccc(OC)cc2)c(=O)c2cc(F)c(N3CCC(C)CC3)cc21	17	.	.	.	15%	.	-10%
48	O=S(=O)(c1ccccc1)N1CCC(OC2CCN(Cc3cccnc3)CC2)CC1	-8	-19%	-9%	2%	5%	?	?
49	COCCCNC(=O)C1CCCCc2nnc(-c3ccccc3)n21 (configuration not stated)	9	0%	-4%	.	-2%	4%	41%[activator]
50	Cc1noc(C)c1C(=O)N1Cc2ccccc2CC2(CCN(CC3CCNCC3)C2)C1 (configuration not stated)	-4	i	-8%	.	7%	i	-19%
51	CCCCc1nnc(SCc2cc(=O)c3cc(C(=O)OCC)ccc3[nH]2)n1C	-14	.	.	.	7%	.	26%
52	CCOc1ccc(NC(=O)c2ccc3c(SCC(=O)O)c4c(nc3c2)CCC4)cc1	-3	.	.	.	-4%	.	-18%
53	COc1ccc(Cl)cc1NC(=O)c1cnc(SC)nc1-c1ccccc1	11	.	.	.	4%	.	-17%
54	CN(C)c1ccc(CN2Cc3[nH]cnc3C[C@H]2c2nc(-c3ccccc3)no2)cc1	9	?	-17%[88.5 µM]	40µM*	-9%[87.6 µM]	?	94%[activator][87.6 µM]
55	CNC[C@H](O)[C@@H](O)[C@H](O)[C@H](O)CO	0	.	i	.	2%[23.9 µM]	.	14%[25.6 µM]
56	CCCn1c(C)cnc1CC1CCN(C(=O)c2ccccn2)C1 (configuration not stated)	9	i	-23%	5%	-4%	-4%	6%
57	COc1ccc(CNc2nc3c(c(=O)n(C)c(=O)n3C)n2Cc2ccccc2Cl)cc1	8	.	.	.	2%	.	5%
58	O=C(CN1C(=O)NC2(CCCCC2)C1=O)N1CCN(c2ccccc2)CC1	-5	?	0%	-8%	-5%	?	9%
59	Cc1ccc(-n2nc(C)c([C@@H]3C=C[C@@H](NC(=O)NC4CCCCC4)C3)c2C)cc1Cl	1	?	-10%[88.5 µM]	8.9µM*	-13%[87.6 µM]	?	31%[activator][87.6 µM]
60	O=C(C1CCCCC1)N1CCCC2(CN[S+](=O)([O-])c3cccnc3O2)C1 (configuration not stated)	-6	i	-3%	.	-8%	i	-20%
61	COC(=O)C1=CN(CC(=O)Nc2cc(Cl)ccc2C)S(=O)(=O)N=C1C	-7	-25%	i	16%	-3%	2%	-19%
62	O=C(c1cnccn1)N1CCN2C(=O)N(C3CCOCC3)C[C@H]2C1	5	i	i	5%[172 µM]	1%[87.6 µM]	i	-21%[87.6 µM]
63	CS(=O)(=O)N1CCC(C2CCN(C(=O)C3CC=CCC3)C2)CC1 (configuration not stated)	-1	2%	-10%	-12%	-3%[12.5 µM]	-20%	31%[activator]
64	Cc1ccc(Cl)cc1NC(=O)Cc1ccc(-n2c(C)nc3cccnc32)cc1	28	.	.	.	-12%	.	-16%
